Screens (PubChem BioAssay)
HSF1 inhib – HSF1 inhibition; NIH3T3-HGL HSE-luciferase, MG132-induced, luminescence 8 h; stronger effect = lower value; activity change, negative = inhibition, % at 7.5 µM (by protocol); hit rate 0.77% among 300,000; AID 2098;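 active = more than half of replicate wells show activity change below -50%, luminescence cut by over half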;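 also: luciferase reports HSF-1 transcriptional activity via heat shock element; 0% = median of DMSO wells and -100% = zero luminescence signal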
PolyA inhibitor – blocks polyadenylation in yeast reporter cells | S. cerevisiae SKY197-pL101 polyadenylation reporter, beta-gal luminescence; efflux-impaired pdr1/pdr3 knockout yeast; score 100 = 6 SD above DMSO | calls only at 12 µM | hit rate 0.02% among 300,000;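 active = lowest replicate activity score at least 50, where 100 means six control SD above control mean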;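 also: yeast exposed to compound for 9 h at 30 °C; higher score means more reporter readthrough which indicates perturbed polyadenylation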
HSF1 activator – increases HSF-1 driven luciferase reporter signal. activation, % at 9 µM. NIH3T3-HGL HSF-1 luciferase reporter, MG132, 8 h; 100% = twice DMSO control signal. hit rate 1.7% among 300,000. AID 504408;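 active = mean replicate activation of at least 50% with a set share of replicates each reaching 50%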;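 also: 0% = median of the neutral control wells and 100% = twice that signal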
IEC-6 cytotox – IEC-6 cytotoxicity, counter-screen for KLF5 inhibitors. luminescence viability. inhibition, % at 5 µM. hit rate 0.78% among 290,000. AID 1825; in the data active = inhibition above about 22%;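 also: 0% = plate median of test compound wells and 100% = cytotoxic reference compound wells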
GSK3beta inhib – inhibitors of human GSK3beta kinase | AID 2097 | GST-GSK3beta kinase, ADP-Glo luminescence, 60 min; stronger effect = lower value | P49841 | activity score (negative = inhibition), % at 10 µM | hit rate 0.038% among 300,000;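 active = more than half of replicate wells score below -50%, meaning over 50% inhibition versus plate controls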;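 also: 0% = median DMSO wells and -100% = median GW8510 positive control wells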
Target sequence (P49841 whole entry, looked up): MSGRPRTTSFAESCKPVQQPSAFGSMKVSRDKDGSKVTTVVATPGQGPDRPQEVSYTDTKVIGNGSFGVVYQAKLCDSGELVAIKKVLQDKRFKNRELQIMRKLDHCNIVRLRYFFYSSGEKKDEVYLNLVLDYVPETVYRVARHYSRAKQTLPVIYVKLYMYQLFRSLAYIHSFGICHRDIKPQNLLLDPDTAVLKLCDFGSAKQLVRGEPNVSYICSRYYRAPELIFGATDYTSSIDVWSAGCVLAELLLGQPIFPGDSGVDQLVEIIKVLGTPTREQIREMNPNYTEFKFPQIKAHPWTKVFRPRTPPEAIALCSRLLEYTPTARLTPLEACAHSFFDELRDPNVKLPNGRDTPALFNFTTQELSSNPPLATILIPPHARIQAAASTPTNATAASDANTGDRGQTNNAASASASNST
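test system = GST-tagged human GSK3beta kinase, cell-free | reagent = 25 µM ATP with peptide substrate | dosing = one dose of 10 µM per compound | schedule = 60 min reaction, RT | detection = luminescent ADP-Glo measurement of ADP formed | control set = DMSO neutral wells and GW8510 at 20 µM as positive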
AI-2 QS modul – modulators of Vibrio harveyi AI-2 quorum sensing system. hit rate 0.4% among 300,000. activity change, % at 7.5 µM. Vibrio harveyi JMH597 AI-2 luminescence/OD600 ratio, 9 h; stronger effect = lower value; strain lacks LuxN and CqsS sensors; 0 = neutral-control median; in the data active = activity change below about -75%, passing the limit was not always enough;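 also: luminescence divided by OD600 gain over 9 h not by final OD600 alone; inactives centre near 13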
HSP90 inh – HSP90 refolding inhibition in rabbit reticulocyte lysate | AID 1789 | luciferase refolding luminescence, 3 h | hit rate 0.91% among 290,000 | inhibition, % at 5.6 µM;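 active = inhibition above the screen-wide mean plus 3 SD, computed separately per campaign, cut at about 16% in these data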;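 also: 0% = DMSO wells and 100% = 60 µM geldanamycin wells; inhibitors lower the luminescence because luciferase stays unfolded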
GSK3 alpha inh – human GSK-3 alpha kinase inhibition; inhibition, % at 10 µM; P49840; AID 2650; hit rate 0.1% among 320,000; ADP-Glo luminescence, 60 min;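 in the data active = inhibition above about 50%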;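 also: GST-tagged GSK-3 alpha with peptide substrate and 25 µM ATP; 0% = DMSO neutral wells and 100% = GW8510 positive control wells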
Target sequence (P49840 whole entry, looked up): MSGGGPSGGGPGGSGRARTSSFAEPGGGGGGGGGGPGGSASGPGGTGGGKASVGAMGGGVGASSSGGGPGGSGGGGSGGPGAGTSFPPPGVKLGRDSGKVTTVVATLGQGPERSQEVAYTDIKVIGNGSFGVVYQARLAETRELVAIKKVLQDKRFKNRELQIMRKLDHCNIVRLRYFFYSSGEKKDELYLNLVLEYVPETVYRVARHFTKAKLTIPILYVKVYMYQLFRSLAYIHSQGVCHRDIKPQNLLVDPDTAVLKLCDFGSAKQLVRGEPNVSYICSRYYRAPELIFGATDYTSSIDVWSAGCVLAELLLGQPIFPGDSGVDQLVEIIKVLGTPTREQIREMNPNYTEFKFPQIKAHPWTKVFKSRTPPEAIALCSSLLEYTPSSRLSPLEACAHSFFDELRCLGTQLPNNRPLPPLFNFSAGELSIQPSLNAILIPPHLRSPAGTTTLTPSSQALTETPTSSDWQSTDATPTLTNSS
KLF5 inh – kruppel-like factor 5 inhibition | DLD-1 KLF5 promoter-luciferase reporter, luminescence | inhibition, % at 5 µM | hit rate 0.23% among 290,000 | AID 1700;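 active = inhibition above a per-plate limit of that plate's mean compound inhibition plus 3 SD, cut at about 60% in these data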;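 also: 0% = DMSO wells and 100% = LY294002 at 200 µM; higher means less KLF5 promoter-driven luciferase light; inactives centre near -14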
aSyn UTR inh – 5' untranslated region of α-synuclein, MLPCN primary screen. alpha-synuclein 5'UTR reporter, inhibitor activity. hit rate 0.82% among 300,000. inhibition, % (tested at 7.5 µM); in the data active = inhibition above about 60%;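 also: H4 neuroglioblastoma cells stably carrying SNCA 5'UTR luciferase fusion; 0% = DMSO wells and 100% = positive control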
* = called active by the depositor; i = inactive; nt = not tested or not shown. A portion of the library. The share of hits here may be higher or lower than overall.

Fields: HSF1 inhib, PolyA inhibitor, HSF1 activator, IEC-6 cytotox, GSK3beta inhib, AI-2 QS modul, HSP90 inh, GSK3 alpha inh, KLF5 inh, aSyn UTR inh
- CC(C)CC(NC(=O)c1ccccc1NC(=O)c1ccccc1)C(=O)O (centres undefined)
 : -1, i, 4, -6, -3, -5, 2, -1, -20, -1
- Cc1cccc(-c2nnc(NC(=O)c3ccc(Cl)cc3)o2)c1
 : -3, i, 5, 8, 11, 62, -1, -1, 3, -4
- COc1cc(/C=C/c2c([N+](=O)[O-])c(=O)n(C)c(=O)n2C)cc(OC)c1OC
 : -5, i, -1, -1, -5, 18, 0, -6, -42, -39
- CCOc1ccc(C2=Nc3ccc(Br)cc3C(c3ccc(N4CCOCC4)cc3)=NN2)cc1
 : 17, i, 58*, 4, -5, 16, 1, 1, -33, -66
- Cc1cc(Br)ccc1NC(=O)C1CCCO1 (centres undefined)
 : 0, i, -2, 2, -3, 24, 1, 0, 1, 6
- CCOC(=O)C(C)NC(=O)C(NC(=O)C1CCC(CC)CC1)C(C)C (centres undefined)
 : 2, i, -6, -4, 1, 12, -2, 0, -10, 21
- COC(=O)COc1ccc(S(=O)(=O)N2CCc3ccccc3C2)cc1C
 : -7, i, 13, -3, -2, 14, -3, -2, -44, -1
- CCCCc1nc2cc(C(=O)N3CCCCC3COC)ccc2o1 (centres undefined)
 : 8, i, 25, -4, -2, -16, -3, -1, -4, -43
- COc1ccc(CNC(=O)c2cc(-c3cc(C)cc(C)c3O)n[nH]2)cc1
 : -2, i, 15, 8, 0, -48, -2, -3, 11, 19
- CCc1nnc(NC(=O)CSc2nc3cc4c(cc3cc2C)OCCO4)s1
 : -4, i, 1, -1, 3, 17, -1, 1, 16, -20
- Cc1cc(C)nc(/N=C(\N)Nc2ccc(OCCC(C)C)cc2)n1
 : 0, i, 10, 10, -4, -4, 2, -2, -16, -6
- O=C(C(Cl)Cl)N1CCN(Cc2ccc3c(c2)OCO3)CC1
 : -4, i, -13, -5, -1, 4, -3, 1, -28, -3
- O=C(CN(CCc1ccccc1)S(=O)(=O)c1ccc(Cl)cc1)N/N=C/c1ccc2c(c1)OCO2
 : -1, i, 4, 4, 2, 0, 0, 2, -26, 11
- CCn1c(CSc2nc3ccccc3s2)nnc1SCC(=O)OC(C)(C)C
 : 13, i, 25, 1, 5, -1, 5, -3, -23, -36
- COc1ccc(S(=O)(=O)N2CCCC(C(=O)N3CCCC3)C2)cc1OC (centres undefined)
 : -1, i, 1, nt, 1, 12, nt, 0, nt, 6
- C=CCn1c(SCc2ccc(C(=O)NCCO)cc2)nc2ccccc2c1=O
 : 3, i, -6, 6, nt, nt, -1, 0, -14, 13
- COc1ccc(CC(NC(C)=O)C(=O)NC2CCN(C(=O)Nc3ccccc3C)CC2)cc1OC (centres undefined)
 : -1, i, -1, -6, 4, 9, -3, -2, -18, 9
- Cn1cc(SCC(=O)NCC2CCCO2)c2ccccc21 (centres undefined)
 : -10, i, -23, nt, 1, 3, nt, 2, nt, -8
- Cc1ccc(C(=O)N2CCCC(C(=O)Nc3cccc(-c4ccc(F)cc4)c3)C2)cn1 (centres undefined)
 : 14, i, 28, 3, 7, -8, -2, -1, -22, 1
- COc1ncccc1C(=O)N1CCCC(C(=O)c2cc(F)ccc2F)C1 (centres undefined)
 : -1, i, 8, 6, 0, 38, 4, 2, 3, -4
- CC(=O)NCCC(=O)Nc1nc(-c2ccccc2Cl)cs1
 : 4, i, 28, -2, -1, 22, 3, 1, 5, -7
- CC1CCCCC1NC(=O)COC(=O)COc1ccccc1Cl (centres undefined)
 : 2, i, 15, 0, 0, 7, 3, 0, -4, -6
- Cc1nn(Cc2c(F)cccc2Cl)c(C)c1[N+](=O)[O-]
 : 6, i, -2, 2, 1, 2, 2, 1, -2, 18
- C=CCNC(=O)CC(=O)N/N=C/c1ccc(F)cc1
 : -4, i, -20, 1, 1, 13, -1, -6, -17, -12
- COc1cc(C(c2c(C)[nH][nH]c2=O)c2c(C)[nH][nH]c2=O)cc(OC)c1OC
 : 5, i, 8, 5, 1, 10, 9, 2, 4, 17
- Cc1csc2nc(CNC(=O)CCC(=O)O)cn12
 : -6, i, 8, 1, 0, 5, -3, -1, -14, -4
- O=C(Nc1ccccc1C(=O)N1CCOCC1)C1CC(=O)N(C2CCCC2)C1 (centres undefined)
 : -1, i, 13, 5, 2, 19, -2, -2, 0, -1
- COc1ccc(NC(=O)C2CCC(CNc3c(N4CCOCC4)c(=O)c3=O)CC2)cc1Cl (centres undefined)
 : 0, i, -16, -2, 11, 32, 1, -1, -2, 2
- C=CCc1c(C)nc(-c2ccccc2)nc1N/N=C/c1ccncc1
 : -3, i, -13, 13, 0, 26, 0, 1, -38, -95
- CCOC(=O)C1=C(C)N(C)C(=O)C1CC(=O)O (centres undefined)
 : 7, i, -2, -2, 2, 22, -1, 1, -3, -25
- Cc1cccc2cc(CN(Cc3nnnn3C3CCCCC3)C3CCCC3)c3nnnn3c12
 : 12, i, 26, -7, -2, 13, 2, -5, -39, -6
- COc1ccc(OC)c(/C=N/NC(=O)CCCC(=O)Nc2cccc(Br)c2)c1
 : 8, i, 0, 7, -2, 16, -1, -1, 2, -4
- Cc1ccc2n(n1)c(=O)c(Cc1ccccc1)c([O-])[n+]2-c1ccccc1
 : 4, i, 14, 8, 3, 8, 4, 1, 12, -7
- Cc1ccc(C(=O)N/N=C/c2ccc(S(=O)(=O)O)o2)c(Cl)c1
 : -6, i, 0, 5, -1, 7, -1, 2, -26, 17
- C/C(O)=C(/C#N)c1nc2ccccc2[nH]1
 : 2, i, 5, -2, -1, 20, 0, 2, -10, nt
- CCCN(CC(=O)Nc1ccc(Cl)cc1Cl)C(=O)/C=C/c1ccco1
 : 50, i, 64*, -2, 4, 6, -2, -1, -33, -54
- CCOc1ccc(OCc2ccc(C(=O)N3CCc4ccccc4C3)o2)cc1
 : 8, i, 15, -3, -4, 0, 24*, 0, -25, -15
- Cc1ccc(N2CCN(C(=S)c3ccc(-c4ccccc4[N+](=O)[O-])o3)CC2)cc1
 : 7, i, 9, -4, 1, 7, 0, -5, -21, 6
- COc1cc(OC)cc(C(=O)N[C@H](C(=O)OCn2nnc3ccccc3c2=O)C(C)C)c1
 : 3, i, 6, 1, -2, 2, -3, -1, -10, 3
- CCCc1cc(C(=O)N2CCCC(C(=O)c3cccc4ccccc34)C2)n(C)n1 (centres undefined)
 : -2, i, 0, -2, 1, 3, 0, 0, -22, -2
- CN(CC(=O)Nc1ccccc1C(F)(F)F)C(=O)CSCc1ccccc1
 : -5, i, 0, nt, 0, 3, nt, 1, nt, 9
- O=C1C(=O)N(CCO)C(c2ccccc2)/C1=C(\O)c1ccccc1 (centres undefined)
 : 3, i, 2, 2, -1, 30, -1, 0, -10, 1
- COc1ccc(CN(C)CC(=O)Nc2ccc(SC(F)F)cc2)cc1OC
 : -6, i, -2, 1, -3, 9, 0, -1, -18, 6
- Cc1cc(O)cc2c1C(c1ccc(F)cc1)CC1(CC(C)(C)NC(=S)N1)O2 (centres undefined)
 : -3, i, 4, -4, -5, 23, 2, 0, -10, -5
- Cc1cc(C)n(/N=C/c2cc([N+](=O)[O-])ccc2O)c(=O)c1
 : -4, i, 14, -5, 3, 6, -1, 0, -20, 10
- COc1ccccc1NS(=O)(=O)c1cc(NC(=O)CCNC(C)=O)ccc1N1CCCCC1
 : 9, i, -6, nt, nt, nt, nt, -2, nt, 5
- CSc1ccc(S(=O)(=O)NCC(=O)OC(C)C(=O)NCc2ccccc2)cc1[N+](=O)[O-] (centres undefined)
 : 1, i, 7, nt, 3, 20, nt, -5, nt, 12
- CCNc1ccc(C2(O)C(=O)c3ccccc3C2=O)cc1
 : 5, i, 9, 1, -5, 18, 5, 0, -24, -11
- CN(C)S(=O)(=O)c1ccc(S(=O)(=O)N2CCN(CCC#N)CC2)cc1
 : -13, i, -2, 1, 0, 10, 2, nt, -28, 11
- Cc1c(C(=O)NCCCN2CCOCC2)oc2ccc(S(=O)(=O)N3CCOCC3)cc12
 : -5, i, -1, 6, 1, -1, 1, 1, -5, 29
- O=C(CN1CCOCC1)Nc1c(-c2ccccc2)c2cc(Br)ccc2[nH]c1=O
 : -2, i, -7, 2, 0, 14, 3, -2, 13, -17
- O=C(Cn1c(=O)oc2cc(S(=O)(=O)N3CCCCC3)ccc21)N1CCCCC1
 : -11, i, -4, -4, 0, 20, -1, -2, -12, 10
- Nc1ccc2ncccc2c1
 : 12, i, 28, -6, 1, -1, -1, 0, -20, -58
- O=C(NCC1CCCCC1)c1ccc(Cl)nc1
 : 2, i, 4, 4, -1, 17, -5, -2, -8, -26
- O=C(Nc1ccccc1C(=O)Nc1ccccn1)c1ccccc1F
 : 7, i, 11, -3, -3, 19, 0, 3, -19, 13
- CC1CCCC(NC(=O)c2ccc3c(c2)N(Cc2ccccc2)C(=O)CS3=O)C1C (centres undefined)
 : 9, i, 7, -4, 0, 11, -3, -1, -8, -11
- CC1(/[N+]([O-])=C/c2ccccc2F)CCCCC1=O (centres undefined)
 : -6, i, -14, -1, 2, 10, 0, nt, -14, -9
- CCN(CC(=O)Nc1ccc(N2CCOCC2)cc1)CC(=O)NC(C)(C)C
 : -7, i, -24, 1, 0, 12, 0, -3, -13, 15
- CCN1CCN(CC(=O)Nc2ccc3c(c2)OCO3)C(=O)C1=O
 : -5, i, 7, 2, 4, -5, -3, -1, -11, -6
- CCN1CCN(S(=O)(=O)c2ccc(S(=O)(=O)NCC3CCCO3)cc2)CC1 (centres undefined)
 : -3, i, 7, 2, -2, 23, 2, -2, -12, -13
- O=C(Nc1cccc2nsnc12)c1ccc(-c2cccc(Cl)c2)o1
 : nt, nt, nt, 6, nt, nt, 17*, 1, -2, nt
- CCC(C(=O)NC1CCCC1)N(C(=O)Cn1nnc(-c2ccc(C)o2)n1)c1ccc(OC)cc1 (centres undefined)
 : -8, i, -16, 1, 2, 23, 0, 0, -7, -1
- O=C(N/N=C/C(Cl)=C\c1ccccc1)c1cccs1
 : 22, i, 50, 20, -4, 1, -3, 2, -176, -92
